PERK inh – blocks human PERK kinase; Q9NZJ5; CHO PERK-DD fusion, SEAP luminescence translation reporter; inhibition, % at 5.6 µM; 0.17% of 220,000 active; AID 1416;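 active = inhibition above the mean inhibition of all tested compounds plus 3 SD, set separately per screening campaign, cut at about 2.9% in these data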;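 note: PERK kinase domain activated by AP20187 dimerizer at 100 nM; 0% = DMSO with dimerizer and 100% = rapamycin at 8.4 µM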
Rad51 HR inh – Rad51 (human) homologous recombination inhibition; hRad51 DNA strand exchange, fluorescence dequenching; inhibition, % at 10 µM; 0.085% of 200,000 active;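 active = inhibition above 40% at the single screening dose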;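 note: 0% = DMSO control wells and 100% = blanks with heterologous ssDNA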
Target sequence (Q06609 whole entry, looked up): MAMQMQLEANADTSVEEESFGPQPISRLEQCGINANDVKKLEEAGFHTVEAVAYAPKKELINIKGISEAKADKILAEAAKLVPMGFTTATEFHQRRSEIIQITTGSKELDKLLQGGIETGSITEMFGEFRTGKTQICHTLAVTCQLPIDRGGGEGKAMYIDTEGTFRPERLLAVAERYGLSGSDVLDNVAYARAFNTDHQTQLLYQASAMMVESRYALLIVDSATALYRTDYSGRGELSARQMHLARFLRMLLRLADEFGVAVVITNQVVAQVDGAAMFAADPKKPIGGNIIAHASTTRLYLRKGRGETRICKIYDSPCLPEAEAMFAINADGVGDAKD
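Test system: preformed human Rad51 ssDNA filaments; also added: Donor/quencher-labelled 47-bp dsDNA substrate; doses: 10 µM final, single point; times: 37 °C 15-min filament assembly, 30-min compound preincubation, 15-min exchange; detection: FRET fluorescence dequenching, excitation 485 nm, emission 520 nm; read-out basis: Fluorescence-based percent inhibition, control- and blank-normalised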
thrombin 1536 – thrombin (human) inhibition | alpha-thrombin, Boc-VPR-AMC fluorogenic substrate cleavage | 0.26% of 220,000 active | inhibition, % at 5 µM;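 active = inhibition at or above 40%; inactive = inhibition below 40%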;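 note: 0% = enzyme with no compound and 100% = wells without enzyme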
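Material: human alpha-thrombin protein. Incubation: reaction at ambient temperature. Technique: fluorescence of released AMC, ex 355 nm, em 460 nm. Control set: no-compound enzyme wells and no-enzyme blanks. Also added: Boc-VPR-AMC substrate, 15 µM final. Buffer or medium: pH 7.5 Tris (50 mM) with NaCl 150 mM, Tween 20 0.05%.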
Furin inhibitor – inhibitors of human furin. 0.061% of 220,000 active. purified furin, fluorogenic substrate cleavage. inhibition, % at 30 µM. AID 463115. P09958; in the data active = inhibition above about 25%; note: inactives centre near -15
Target sequence (P09958 108-714 limits assumed): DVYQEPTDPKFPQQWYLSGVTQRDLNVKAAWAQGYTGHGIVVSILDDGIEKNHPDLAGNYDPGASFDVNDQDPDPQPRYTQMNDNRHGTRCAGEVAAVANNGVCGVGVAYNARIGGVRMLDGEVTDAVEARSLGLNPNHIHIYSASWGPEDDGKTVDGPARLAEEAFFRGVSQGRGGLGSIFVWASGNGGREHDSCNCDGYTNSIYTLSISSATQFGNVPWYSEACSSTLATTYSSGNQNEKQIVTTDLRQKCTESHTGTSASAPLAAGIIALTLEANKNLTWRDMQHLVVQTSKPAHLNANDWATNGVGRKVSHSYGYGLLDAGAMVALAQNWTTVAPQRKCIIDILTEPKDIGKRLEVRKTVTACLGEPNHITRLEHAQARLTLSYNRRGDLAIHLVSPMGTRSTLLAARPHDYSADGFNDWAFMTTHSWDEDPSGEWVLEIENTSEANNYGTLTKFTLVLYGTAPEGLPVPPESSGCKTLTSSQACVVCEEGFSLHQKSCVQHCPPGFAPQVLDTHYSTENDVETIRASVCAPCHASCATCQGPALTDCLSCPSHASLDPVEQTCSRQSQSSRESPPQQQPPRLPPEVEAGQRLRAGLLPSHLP
FXIIa inh – factor XIIa (human) inhibition | P00748 | purified FXIIa, Boc-QGR-AMC fluorogenic substrate, 2 h | inhibition, % at 5 µM | 0.3% of 220,000 active; in the data active = inhibition above about 40%;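 note: 0% = enzyme with no compound and 100% = blank without enzyme; many of its hits are not listed in these tables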
FXIa inh 1536 – inhibitors of human coagulation factor XIa; AID 798; P03951; purified FXIa, Boc-Glu-Ala-Arg-AMC fluorogenic substrate; 0.14% of 220,000 active; inhibition, % at 5 µM;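 active = inhibition of at least 40%; inactive = inhibition below 40%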;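 note: fluorescence of freed AMC excited at 355 nm; 0% = enzyme without compound and 100% = no enzyme blank; many of its hits are not listed in these tables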
Calpain2 inh – calpain II (pig) inhibition | purified calpain II, fluorogenic peptide substrate, 30 min | inhibition, % at 16 µM | 0.37% of 220,000 active;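 active = inhibition above about 50%, limit read from the data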
KLK5 inh – inhibitors of human kallikrein 5. Q9Y337. 0.59% of 210,000 active. recombinant hK5, fluorogenic AMC substrate cleavage. inhibition, % at 5 µM;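 active = inhibition of 40% or more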;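 note: 0% = enzyme controls without compound and 100% = no-enzyme blanks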
KCC2 mod – modulators of human KCC2 chloride dependent transport | KCC2 cells, thallium flux FluoZin-2 fluorescence | 2.2% of 190,000 active | AID 1456 | Q9H2X9 | B-score of Tl+ flux slope (higher = more flux/activation; lower = inhibition) at 10 µM;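 active = thallium flux slope and its plate-corrected score both differing from the plate sample mean at a set confidence after two filtering rounds, in either direction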;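 note: slope of fluorescence scaled to starting intensity during 10 to 20 s after thallium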
* marks the source's active call; other numbers are inactive results; i = inactive; . = not tested or not shown; [ ] = dose if it differs, or a comment. A portion of the library; count on the stated rates, not on these rows.

Results follow in this order: FXIIa inh | FXIa inh 1536 | Calpain2 inh | thrombin 1536 | KLK5 inh | PERK inh | Furin inhibitor | Rad51 HR inh | KCC2 mod
1. Cn1cccc1CC(=O)NNC(=O)Nc1ccc(F)cc1
    13 | 10 | 6 | 0 | -17 | 0.6 | -28 | . | 0.32
2. CCCC(=NCCc1c(C)[nH]c2ccccc12)C1=C(O)CC(c2ccccc2)CC1=O (stereo unspecified)
    7 | 4 | 3 | -1 | -21 | 0.4 | -15 | -1 | -0.13
3. O=C(CCSc1ccccc1)Nc1nnc(-c2ccccc2)o1
    12 | 11 | 17 | -6 | -16 | 1.7 | -31 | -1 | .
4. O=C(CSc1nnnn1-c1cccc2c1CCCC2)N1CCCCC1
    7 | -4 | 28 | -6 | -2 | -1.2 | -8[20 µM] | 3 | 0.43
5. CS(=O)c1ccccc1COC(=O)Nc1ccccc1 (stereo unspecified)
    7 | -5 | -19 | -12 | -8 | 0.6 | -9 | -6 | 1.1
6. CCOc1ccccc1N(CC(=O)OC)S(C)(=O)=O
    10 | 0 | 8 | 0 | -26 | 0.2 | -20 | 4 | 0.76
7. CCOc1ccc(OCC)c(NC(=O)CN(C)S(=O)(=O)c2cnc[nH]2)c1
    15 | 5 | -17 | 2 | -20 | -0.3 | -23 | -4 | -0.45
8. Cc1ccccc1Cn1nc(C)c(NC(=O)C2c3ccccc3Oc3ccccc32)c1C
    -10 | 0 | 40 | -4 | -10 | -0.1 | -3 | 4 | 0.3
9. CC(C)N1C(=O)N(c2ccccc2)C(C)(O)CC1(C)C (stereo unspecified)
    3 | 3 | -1 | -5 | -15 | 0.7 | -34 | 4 | -0.49
10. CC(C)NC(=S)N/N=C/c1cccs1
    -4 | -7 | 20 | -6 | -70 | 0.0 | -7[20 µM] | 0 | 0.81
11. CC(C)NC(=O)C(=O)NCc1ccccn1
    4 | -1 | -17 | -2 | -1 | 1.1 | -16 | 2 | 0.3
12. Cc1cccc(C(=O)NNC(=O)c2ccccc2-n2cccc2)c1
    7 | -5 | -10 | -12 | 3 | 0.8 | -25 | -50 | 0.53
13. COc1ccc([N+](=O)[O-])cc1NCc1ccccc1C
    15 | 4 | 20 | 3 | 12 | 0.6 | -8[20 µM] | 0 | 0.7
14. CC(C)[C@H](Nc1nc(-c2ccccc2)nc2c1oc1ccccc12)C(=O)O
    11 | 4 | -5 | -1 | -1 | 1.0 | -23[20 µM] | -1 | -1.1
15. O=S(=O)(c1ccc(Cl)cc1)n1c(Cc2ccccc2)nc2ccccc21
    14 | 4 | -7 | -3 | -12 | 0.7 | -16 | -4 | 0.098
16. CCCCc1cc(=O)oc2c(CN3CCCC3)c(O)c(Cl)cc12
    -97 | -72 | i | -35 | i | -0.2 | -208[20 µM] | 1 | -0.74
17. O=C(O)CCC(=O)NNC(=O)c1cccc(Cl)c1
    14 | 7 | -7 | -4 | -4 | 0.7 | -20 | 6 | -0.42
18. CN(C)/C=C1/Sc2ccccc2C1=O
    19 | 4 | -33 | 7 | 6 | 1.2 | -9 | -2 | 0.34
19. c1ccc(OCc2nc(-c3ccncc3)no2)cc1
    10 | 0 | 2 | -7 | 3 | 0.5 | -22 | -1 | -0.012
20. Cc1ccc(CNC(=O)[C@H]2C[C@@H]2[C@H](NP(=O)(c2ccccc2)c2ccccc2)c2ccccc2)o1
    9 | 1 | -18 | -2 | -8 | -0.5 | -10 | -3 | -0.11
21. O=C(Cn1cnc2c(cnn2-c2ccc(F)cc2)c1=O)NCCc1ccccc1
    0 | -4 | -10 | 6 | 16 | 0.9 | -35 | -2 | -1.3
22. CC(NC(=O)c1ccccc1O)c1ccccc1 (stereo unspecified)
    3 | -1 | -314 | -1 | -6 | 1.4 | -28[20 µM] | -1 | 0.44
23. CCn1c(SCc2nc3ccccc3[nH]2)nnc1-c1ccccc1OC
    -13 | -6 | -22 | -4 | 11 | -0.1 | -7 | -6 | 0.15
24. Cc1nn(-c2ccccc2)c(C)c1/C=N/NC(=O)c1cc(-c2ccc(Cl)s2)[nH]n1
    12 | 0 | -79 | 6 | 6 | -0.6 | -15[20 µM] | 6 | .
25. O=C(CSc1nc2ccccc2s1)NC(=O)NCc1ccco1
    -6 | -2 | -41 | 2 | -7 | 0.8 | -20 | 4 | 0.71
26. CC(C)C(=O)c1cc2c(cc1NC(=O)c1ccccc1)OCCO2
    17 | 9 | -24 | 6 | -11 | -1.0 | -8[20 µM] | -11 | .
27. O=C1CC(c2ccc(O)c(O)c2)Oc2c1ccc(O)c2O (stereo unspecified)
    8 | 5 | -13 | 6 | 5 | . | -29 | 32 | 0.28
28. COc1ccc(S(=O)(=O)N2CCCCCC2)cc1
    9 | -11 | -21 | 2 | -22 | 0.2 | -11[20 µM] | -1 | 0.61
29. O=C(/C=C/c1ccco1)Nc1ccccc1N1CCOCC1
    11 | 6 | 19 | -7 | -11 | -0.2 | -19 | -27 | 0.41
30. CCCNC(=O)c1ccccc1NC(=O)CN(c1ccccc1)S(=O)(=O)N(C)C
    6 | 1 | 10 | -6 | . | -0.2 | -6 | . | .

Random excerpt: two entries already listed.
Results follow in this order: FXIIa inh | FXIa inh 1536 | Calpain2 inh | thrombin 1536 | KLK5 inh | PERK inh | Furin inhibitor | Rad51 HR inh | KCC2 mod
19. c1ccc(OCc2nc(-c3ccncc3)no2)cc1
    10 | 0 | 2 | -7 | 3 | 0.5 | -22 | -1 | -0.012
25. O=C(CSc1nc2ccccc2s1)NC(=O)NCc1ccco1
    -6 | -2 | -41 | 2 | -7 | 0.8 | -20 | 4 | 0.71

New compounds follow:
Results follow in this order: FXIIa inh | FXIa inh 1536 | Calpain2 inh | thrombin 1536 | KLK5 inh | PERK inh | Furin inhibitor | Rad51 HR inh | KCC2 mod
31. Cc1ccc(C(O)P(=O)(OC2CCCCC2)OC2CCCCC2)cc1 (stereo unspecified)
    -8 | -3 | 39 | -14 | -28 | -0.5 | -23[20 µM] | 4 | -0.65
32. CCSCc1nnc(SCC(=O)Nc2ccc(OC)cc2)n1C
    7 | -3 | -6 | 7 | -5 | 0.9 | -17 | 0 | 0.12
33. CCOc1ccc(-n2c(C)cc(/C=N/N(C)C)c2C)cc1
    -2 | -6 | -44 | -9 | -7 | 0.4 | -11 | -3 | -0.45
34. CC1(C(=O)NC2CCCC2)CCC(=O)N1Cc1cccs1 (stereo unspecified)
    11 | 0 | 5 | 2 | -9 | 1.8 | -12 | -7 | 1.2
35. COc1cc2c(cc1OC)CN(C(=O)CSc1nnc(C)s1)CC2
    7 | 6 | -27 | -3 | -3 | 0.4 | -18[20 µM] | 2 | 0.56
36. Cc1scc(C(=O)NNC(=S)NCC(C)C)c1C
    6 | 7 | -9 | -6 | -50 | 1.7 | -12 | -3 | 1.1
37. CCCCN(Cc1ccccc1)C(=O)c1cnc2n(c1=O)CCS2
    14 | 5 | -25 | -1 | -14 | -0.8 | -16 | 4 | .
38. CNc1nc(NCCOC23CC4CC(CC(C4)C2)C3)nc(OCC(F)(F)F)n1
    13 | 10 | -11 | 1 | 3 | 0.5 | 29*[20 µM] | 1 | 0.4
39. O=C(CCC(=O)N1CCN(S(=O)(=O)c2ccc(Cl)cc2)CC1)NCc1ccccc1
    11 | 9 | 14 | -5 | -17 | 0.0 | -6 | 1 | 1.8
40. Cc1cc(C)nc(NS(=O)(=O)c2ccc(NC(=O)COc3ccccc3)cc2)n1
    12 | 0 | -21 | -5 | 0 | 0.6 | -14[20 µM] | -2 | -0.054
41. CCOC(=O)CCn1nc(-c2ccccc2)cc1N
    -10 | -9 | 13 | -7 | 15 | 2.3 | -1 | -1 | 0.49
42. CN(C)S(=O)(=O)c1ccc(C(=O)Oc2coc(CSc3ncccn3)cc2=O)cc1
    5 | -5 | -16 | 2 | -21 | 1.7 | -19 | -6 | 0.095
43. CC(=O)NNS(=O)(=O)c1ccccc1[N+](=O)[O-]
    7 | 2 | -5 | -9 | -23 | 0.8 | -21 | 9 | 0.35
44. Cn1c(=O)n(CCC(=O)O)c2ccccc21
    20 | 1 | 17 | 5 | -5 | 0.2 | -24 | . | .
45. COc1ccc(CNc2nc3ccccc3n2C)c(O)c1
    16 | 2 | -5 | 4 | 3 | 0.4 | -25 | 9 | .
46. CC(=O)Nc1nc(-c2ccc(Cl)cc2)ns1
    12 | 3 | -15 | -3 | -9 | 1.2 | -7 | -5 | 2
47. Oc1cc(Cc2ccccc2)cnc1CN1CCCCC1
    -2 | -6 | -27 | -7 | -2 | 1.0 | -22 | -4 | .
48. CC(=O)Nc1cccc(NC(=O)CSc2ccc(C(F)(F)F)cc2[N+](=O)[O-])c1
    8 | -3 | 9 | -21 | -15 | -0.2 | -13[20 µM] | -8 | 0.35
49. O=[N+]([O-])c1ccccc1OCCCN1CCOCC1
    -10 | -6 | 16 | -2 | 10 | 1.2 | -20 | 7 | -0.035
50. CC(CCc1ccccc1)NC(=O)CCN1N=C(c2ccccc2)CCC1=O (stereo unspecified)
    11 | -1 | 4 | -3 | 2 | -0.1 | -9 | 6 | -0.43

By substructure: the entries above with a thiophene ring, fused or not.
Results follow in this order: FXIIa inh | FXIa inh 1536 | Calpain2 inh | thrombin 1536 | KLK5 inh | PERK inh | Furin inhibitor | Rad51 HR inh | KCC2 mod
10. CC(C)NC(=S)N/N=C/c1cccs1
    -4 | -7 | 20 | -6 | -70 | 0.0 | -7[20 µM] | 0 | 0.81
24. Cc1nn(-c2ccccc2)c(C)c1/C=N/NC(=O)c1cc(-c2ccc(Cl)s2)[nH]n1
    12 | 0 | -79 | 6 | 6 | -0.6 | -15[20 µM] | 6 | .
34. CC1(C(=O)NC2CCCC2)CCC(=O)N1Cc1cccs1 (stereo unspecified)
    11 | 0 | 5 | 2 | -9 | 1.8 | -12 | -7 | 1.2
36. Cc1scc(C(=O)NNC(=S)NCC(C)C)c1C
    6 | 7 | -9 | -6 | -50 | 1.7 | -12 | -3 | 1.1

(further entries)
Results follow in this order: FXIIa inh | FXIa inh 1536 | Calpain2 inh | thrombin 1536 | KLK5 inh | PERK inh | Furin inhibitor | Rad51 HR inh | KCC2 mod
51. CCc1ccc(C2CC(=O)N(c3ccc(F)cc3)C3=C2C(=O)OC3)cc1 (stereo unspecified)
    14 | -4 | 12 | 2 | -7 | 0.5 | -13 | 35 | -1
52. N#CC1=C(SCC(=O)c2ccc(Br)cc2)NC2=C(C(=O)CCC2)C1c1ccco1 (stereo unspecified)
    -4 | -2 | -29 | 0 | -14 | 0.8 | -5 | . | -3.7
53. O=C1C2C3CC(C(Br)C3Br)C2C(=O)N1CC1CCCO1 (stereo unspecified)
    7 | 0 | -11 | -8 | 2 | 0.3 | -21 | . | -0.19
54. Cc1nn(Cc2ccc(F)cc2)c(C)c1NC(=O)c1cc2ncc(Br)cn2n1
    9 | -1 | -48 | -8 | 3 | -0.2 | -16 | 0 | 0.96
55. O=C(O)CC(NS(=O)(=O)c1c(F)cc(F)cc1Br)c1ccccc1Cl (stereo unspecified)
    13 | 2 | -1 | -7 | -2 | 0.7 | -15 | -4 | -0.14
56. Cc1ccc(-c2nc(C(=O)O)cs2)cc1
    2 | -3 | -11 | -2 | -15 | 0.4 | -17 | 10 | 1.7
57. COc1ccc(O)c(/C=N/NC(=O)c2ccc(CSc3nc(C)cc(C)n3)cc2)c1
    17 | 7 | -1 | -6 | -12 | 0.0 | -16 | -14 | 1.3
58. COc1cc(Br)c(C(C)NC(=O)c2ccc(C)cc2)cc1OC (stereo unspecified)
    10 | 5 | 15 | 4 | 1 | 0.1 | -7[20 µM] | -14 | 0.61
59. O=C(Nc1c2c(nn1-c1ccccc1)CS(=O)C2)c1ccc(S(=O)(=O)N2CCOCC2)cc1 (stereo unspecified)
    8 | 0 | 2 | -11 | 9 | 1.3 | 0 | -9 | -0.64
